PV pol inh = poliovirus RdRp elongation inhibitors, primary screen, biochemical, fluorescence polarization, total intensity | Genome polyprotein (Poliovirus type 1 (strain Mahoney)), P03300 | poliovirus polymerase elongation; hits give low values | % elongation, % (compound at 16.7 µg/mL) | hit rate 0.66% among 150,000; in the data active means % elongation below about 90%; further: some results filed as inactive read as strong as hits
Target sequence (P03300 1749-2209 limits assumed): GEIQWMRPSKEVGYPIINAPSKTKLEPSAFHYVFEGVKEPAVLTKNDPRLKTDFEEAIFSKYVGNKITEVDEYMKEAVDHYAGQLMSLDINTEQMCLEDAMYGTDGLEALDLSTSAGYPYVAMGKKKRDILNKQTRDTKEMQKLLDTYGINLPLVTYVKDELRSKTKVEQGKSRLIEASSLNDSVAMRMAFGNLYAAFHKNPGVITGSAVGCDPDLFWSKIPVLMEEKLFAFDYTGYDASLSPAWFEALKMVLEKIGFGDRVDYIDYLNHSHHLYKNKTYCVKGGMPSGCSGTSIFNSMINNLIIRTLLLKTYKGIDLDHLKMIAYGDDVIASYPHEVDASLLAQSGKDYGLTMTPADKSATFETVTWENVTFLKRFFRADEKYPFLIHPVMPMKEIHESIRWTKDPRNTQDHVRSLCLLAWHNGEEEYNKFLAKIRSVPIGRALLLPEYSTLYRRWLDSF
PV pol inh FP z-score = recorded beside PV pol inh, whose call it bears; z-score; measured here: FP z-score; hits read low
The depositor's hits bear a star; & = joins results of further samples. Not all compounds are listed (hit frequency here may not be typical).

Results follow in this order: PV pol inh | PV pol inh FP z-score
CC(=O)c1cccc(NC(=O)C2CCN(S(=O)(=O)c3ccc4c(c3)CCCN4C(C)=O)CC2)c1
→ 110 | 0.6
c1ccc2nc3c(nc2c1)c1ccccc1n3CCN1CCOCC1
→ 101 | -0.3
COc1ccc(N(Cc2cscn2)S(=O)(=O)c2cc(C)ccc2C)cc1
→ 106 | 0.7
CCCCOC(=O)Nc1ccccc1C(N)=O
→ 101 | -0.1
CC(=O)Nc1nc2ccccc2nc1Cl
→ 100 | -0.1
CCn1c(SCc2cccc(Br)c2)nnc1-c1nonc1NC(C)=O
→ 101 | -1.2
COc1ccc2nc3oc(C(=O)Nc4cccc(SC)c4)cc3cc2c1
→ 103 | 0.8
Cc1cccc(CSc2nc3c([nH]c4ccccc43)c(=O)n2C)c1
→ 108 | 0.3
COc1cccc(N2CCN(C(=O)CN3CCSc4ccccc43)CC2)c1
→ 112 | 1.2
O=C(CSc1ccc2c(c1)OCCO2)c1ccc[nH]1
→ 108 | 1.1
COc1ccc(C2c3cccn3CCN2S(=O)(=O)c2ccc([N+](=O)[O-])cc2)cc1 (centres undefined)
→ 104 | -0.3
O=C(COC(=O)c1ccc(S(=O)(=O)N2CCCC2)cc1)Nc1ncc(Cl)cc1Cl
→ 111 | 1.1
COc1cc(-c2nc(Cn3nnc(C(=O)Nc4cc(C)cc(C)c4)c3C)c(C)o2)cc(OC)c1OC
→ 101 | -1.3
CCCCNS(=O)(=O)c1ccc(NC(=O)c2c(-c3ccccc3)noc2C)cc1
→ 105 | 0
Cc1ccc(NC(=O)CN(CCc2ccccc2)S(=O)(=O)c2ccccc2)c(C)c1
→ 104 | -0.1
C(=N\n1cnnc1)/c1ccc(-c2ccccc2)cc1
→ 105 | 0.4
COc1ccc(-c2nnc(SCC(=O)Nc3ccc4[nH]c(=O)[nH]c4c3)n2C2CCCCC2C)cc1 (centres undefined)
→ 108 | 0.8
CN1CCN(S(=O)(=O)c2ccc(NN)nc2)CC1
→ 108 | 0.7
CCCSc1nnc2c(n1)OC(C)=Nc1ccc(Br)cc1-2
→ 100 | -0.7
Cc1ccc(S(=O)(=O)N2Cc3ccccc3C2)cc1
→ 99 | -0.5
CCC(CC)NC(=O)Cc1ccccc1OC
→ 102 | -0.4
C/C(=N\N=C(c1ccccc1)c1ccccc1)c1ccco1
→ 104 | 0
COc1ccc(C(=O)NCC(c2ccco2)S(=O)(=O)c2ccccc2)cc1 (centres undefined)
→ 103 | -1
O=C1CCc2c(ccc3ccccc23)O1
→ 98&99 | -0.4&0.1
CSc1ccccc1NC(=O)CO/N=C(\C)c1cc2ccccc2o1
→ 105 | 0
CCOC(=O)C1CCN(S(=O)(=O)c2ccc3c(c2)N(C)C(=O)CC(=O)N3C)CC1
→ 107 | 0.5
COC(=O)c1ccc(NC(=O)CC2C(=O)N(c3ccccc3)C(=O)N2Cc2cccs2)cc1 (centres undefined)
→ 106 | 0.6
COc1cccc2c1O/C(=N\O)C(C(=O)Nc1cccc(Br)c1)C2 (centres undefined)
→ 99 | -0.4
CC(C)C(C)(C#N)NC(=O)Cn1cc(Br)ccc1=O (centres undefined)
→ 101 | -0.3
CSc1sc(C#N)c2c1C(=O)CC(c1ccc(C)cc1)C2 (centres undefined)
→ 103 | 0.2

Another view of seven compounds above:
structure	PV pol inh	PV pol inh FP z-score
COc1cc(-c2nc(Cn3nnc(C(=O)Nc4cc(C)cc(C)c4)c3C)c(C)o2)cc(OC)c1OC	101	-1.3
c1ccc2nc3c(nc2c1)c1ccccc1n3CCN1CCOCC1	101	-0.3
CCC(CC)NC(=O)Cc1ccccc1OC	102	-0.4
COc1ccc(N(Cc2cscn2)S(=O)(=O)c2cc(C)ccc2C)cc1	106	0.7
CN1CCN(S(=O)(=O)c2ccc(NN)nc2)CC1	108	0.7
Cc1ccc(S(=O)(=O)N2Cc3ccccc3C2)cc1	99	-0.5
COc1ccc(-c2nnc(SCC(=O)Nc3ccc4[nH]c(=O)[nH]c4c3)n2C2CCCCC2C)cc1 (centres undefined)	108	0.8

New compounds follow:
Results follow in this order: PV pol inh | PV pol inh FP z-score
CN1CCC(NCc2ccccc2)CC1
→ 104 | 0.8
COCCN1C(=O)c2ccccc2C(C(=O)N2CCCC2)C1c1c[nH]c2ccccc12 (centres undefined)
→ 104 | 0.6
CC(C)c1ccc(OCC(=O)Nc2c(Cl)ccc3nsnc23)cc1
→ 109 | 1.3
Cc1ccc(CNS(=O)(=O)N(C)C)cc1
→ 101 | -0.6
COc1cccc(NC(=O)c2cnc(SC)n(C)c2=O)c1
→ 96 | -2.4
Cc1cccc(CC(=O)Nc2cc(C)c3c(=O)oc4ccccc4c3n2)c1
→ 101 | 0
CCN(CC)c1ccc(/C=C/C(=O)NCCN2CCC(N(C)C3CCCCC3C)CC2)cc1 (centres undefined)
→ 103 | 1.3
CCOc1ccc(CNC(=O)C2CCN(S(=O)(=O)c3cn(C)cn3)CC2)cc1
→ 107 | 0.3
O=C1NC(=Nc2ccccc2)S/C1=C/c1cccs1
→ 99 | -0.5
CC1CN(C(=O)CSc2nc3scc(-c4ccccc4)c3c(=O)n2N)CC(C)O1 (centres undefined)
→ 101 | -0.3
Cc1ccc2c(c1)nnn2C1CCN(CC(=O)N(c2ccccc2)c2ccccc2)CC1
→ 102 | 0.3
Cc1sc2nc(C(C)C)n3c(=S)[nH]nc3c2c1C
→ 102 | 0.1
Brc1ccc(Nc2ncnc3c2cnn3-c2ccccc2)cc1
→ 100 | -0.2
CCCCNC(=O)Cn1c(=O)oc2ccccc21
→ 105 | 0.2
CC(=O)Nc1cc(C)nn1C(C)(C)C
→ 101 | -0.4
CN=c1scc(-c2cccs2)n1/N=C/c1ccccc1O
→ 109 | 0.4
COc1ccc(-c2nnc3ccc(SCC(N)=O)nn23)cc1
→ 103 | 0.4
O=C(O)C1C2C=CC3(CN(Cc4cccc(Cl)c4Cl)C(=O)C13)O2 (centres undefined)
→ 99 | -0.4
CCOC(=O)c1ccc(NC(=O)c2ccc(CN3CC(=O)N4CCCCC4C3=O)cc2)cc1 (centres undefined)
→ 101 | 0
Cc1cc(F)ccc1NC(=O)CCn1nc(C)c(S(=O)(=O)N2CCCCC2)c1C
→ 105 | -0.3
O=C1CC(c2ccco2)CC2=C1C(c1ccccc1)n1c(nc3ccccc31)N2 (centres undefined)
→ 102 | 0.7
O=C(Nc1ccccc1)N1CCCC2CCCCC21 (centres undefined)
→ 104 | 0.8
Cc1ccc2[nH]c(=O)c3cc(C(=O)N4CCN(c5ccccc5)CC4)sc3c2c1
→ 108 | 0.6
NC(=O)c1ccc(NC(=O)COC(=O)c2ccccc2I)cc1
→ 105 | 1.3
COc1ccccc1NC(=O)CC(c1cc(OC)c(OC)c(OC)c1)N1Cc2ccccc2C1=O (centres undefined)
→ 107 | 0
C1CCN2CC3C(CC2C1)CN1CCCCC31 (centres undefined)
→ 102 | 0.1
Cc1ccc(COC(=O)c2ccc3c(c2)C(=O)N(CCCN2CCOCC2)C3=O)cc1
→ 95 | -0.7
CCOC(=O)c1ccc(-n2sc3ccccc3c2=O)cc1
→ 106 | 0.5
O=S(=O)(c1ccccc1)c1cc2ccccc2oc1=Nc1ccccc1
→ 104 | 1.2
Cc1c(C(=O)N2CCN(c3cccc(C(F)(F)F)c3)CC2)oc2ccccc12
→ 100 | -0.6
CC(=O)Oc1ccc2c(c1C)CCCC2
→ 103 | 1.2
COc1ccccc1N1CCN(C(=O)c2ccc(CS(=O)c3ccccc3C)o2)CC1 (centres undefined)
→ 103 | -0.2
COC(=O)c1ccccc1NC(=O)c1cc2c(-c3ccc(OC)c(OC)c3)nn(C)c2s1
→ 108 | 0.7
O=C(N1CCN(CCO)CC1)C(F)(F)C(F)(F)C(F)(F)C(F)(F)F
→ 103 | 0.4
CN1C(=O)c2ccccc2N2C(=O)CCC12C(=O)OCc1ccccc1F (centres undefined)
→ 101 | -0.3
Cc1ccc(S(=O)(=O)NCC(Nc2cccc(Cl)c2)c2ccccc2)cc1 (centres undefined)
→ 102 | -0.5
Cc1cccc(C)c1OCC(=O)N1CCC(c2nc3ccccc3o2)CC1
→ 110 | 0.7
CCN(C(=O)CSC1=NCCS1)c1ccccc1
→ 104 | 0.6
CC1=C(C(=O)Nc2ccc(C(=O)NCC3COCCO3)cc2)SCCO1 (centres undefined)
→ 102 | 0
CC(C)NC(=O)Cn1nc(Cc2ccncc2)c2ccccc2c1=O
→ 101 | -0.1
Cc1cc(Nc2ccc(O)cc2)n2c(nc3ccccc32)c1C#N
→ 100 | 0
CC1=C(C(N)=O)C(c2cccc(Br)c2)n2nc(SCc3ccccc3)nc2N1 (centres undefined)
→ 110 | 1.5
CCc1cccc(NC(=O)c2cc3cc4ccc(C)cc4nc3s2)c1
→ 105 | 1.3
Cc1n[nH]c(C)c1C12CC3CC(CC(C3)C1)C2
→ 111 | 0.7
CNC(=O)CSc1cn(CC(=O)N(C(C)C)C(C)C)c2ccccc12
→ 99 | -1.2
Cc1ccc(NC(=O)COc2ccc(-c3nn(C)c(=O)c4ccccc34)cc2)cc1
→ 105 | 0.3
O=C(CSc1nncs1)NC(=O)NC1CCCC1
→ 103 | 0.1
Cc1cc2oc(C(=O)Nc3sc4c(c3C(=O)NCc3ccco3)CCC4)cc(=O)c2cc1C
→ 109 | 0.3
COc1ccc(N(C(=O)C(C)Oc2ccccc2)C2C=CS(=O)(=O)C2)cc1 (centres undefined)
→ 101 | 0.4
COc1ccc2oc(=O)c(-c3csc(-c4ccc(Br)cc4)n3)cc2c1
→ 108 | 0.2
COc1ccc2c(C)cc3nncn3c2c1
→ 104 | 0.3
COc1ccccc1CNC(=O)c1cnc(SC)nc1C
→ 115 | 1.8
CC(C)c1nc(NCCO)c2nnn(Cc3ccccc3)c2n1
→ 104 | 0.9
S=c1[nH]nc2n1CCCCC2
→ 100 | -0.2
COCCn1c(SCC(=O)c2ccccc2)nc2cc(C(=O)NC3CCCC3)ccc2c1=O
→ 109 | 0.5
CCCS(=O)(=O)c1c(S(=O)(=O)CCC)c2c(N)cccn2c1C(=O)c1ccc(C)cc1
→ 118 | 1.8
COc1ccccc1NC(=S)N(Cc1ccccc1)Cc1cccn1Cc1ccc(F)cc1Cl
→ 101 | -0.3
CCCS(=O)(=O)N1CCC(C(=O)N2CCC3(CC2)OCCO3)CC1
→ 99 | -1.7
CCOC(=O)c1c(CN(C)C)n(C)c2cc(Br)c(O)c(CN(C)C)c12
→ 100 | -0.1
CC(Sc1nnnn1Cc1cccs1)C(=O)Nc1ccc(S(=O)(=O)N2CCCCC2)cc1 (centres undefined)
→ 103 | 0.1

Additional results:
Results follow in this order: PV pol inh | PV pol inh FP z-score
O=C(CSc1nccn1Cc1ccc(F)cc1)NC1CCCC1
→ 108 | 0.1
CCCCCCNc1nc(Nc2ccc(I)cc2)nc(OC)n1
→ 99 | -0.5
CCOC(=O)C1CCC(CN(Cc2ccc(OC)cc2)S(=O)(=O)c2ccc(C)cc2)CC1 (centres undefined)
→ 105 | -0.6
CC(OC(=O)c1ccccc1)C(=O)Nc1ccc2c(c1)OCCO2 (centres undefined)
→ 105 | 0.3
N#CCCn1cc(C(=O)CSc2n[nH]c(-c3ccc(Cl)cc3)n2)c2ccccc21
→ 108 | 0.9
Cc1ccc(CSc2ncc(Cl)c(C(=O)Nc3sc4c(c3C(N)=O)CCCC4)n2)cc1
→ 115 | 1.3
C=CCn1c(SCc2ccc(Cl)cc2)nc2cc(C(=O)NCc3ccco3)ccc2c1=O
→ 99 | -1.4
CC(c1ccco1)N(C(=O)c1cccnc1Cl)c1ccccn1 (centres undefined)
→ 101 | -0.1
Cc1ccc2occ(CC(=O)Nc3ccc(OC(F)F)cc3)c2c1
→ 102 | -0.3
CCC(C)n1c(N)c(C#N)c2nc3ccccc3nc21 (centres undefined)
→ 99 | -1.2
COc1ccc(-c2nnc(SCC(=O)Nc3ccc(F)cc3)s2)cc1
→ 110 | 0.7
CCc1ccc(NC(=O)c2cc3cc4ccc(OC)cc4nc3o2)cc1
→ 100 | -0.1
CC(C)NC(=O)n1cc(F)c(=O)[nH]c1=O
→ 98 | -0.3
CC(C)(C)OC(=O)N1CCC(c2c(C(=O)NCc3ccco3)cnn2-c2ccccc2)CC1
→ 102 | -0.9
O=C(NCCCc1ccccc1)c1ccc(O)cc1
→ 108 | 2.7
CN(CCO)C(C(=O)Nc1ccc(F)cc1)c1ccccc1 (centres undefined)
→ 102 | 0.1
CCC(=O)Nc1cccc(-c2cn3c(C)csc3n2)c1
→ 100 | -0.5
CN1C(=O)/C(=C/c2cn(Cc3ccccc3)c3ccccc23)c2ccccc21
→ 100 | -0.3
NCCc1ccco1
→ 104 | 0.1
Cc1ccc(NC(=O)c2c(C)oc3ncn(C)c(=O)c23)cc1F
→ 102 | -0.1
Cc1nc2ccccc2c(=O)n1-c1ccc(OC(F)F)cc1
→ 107 | 0.4
Cc1ccc(C(=O)NCCSc2c[nH]c3ccccc23)cc1C
→ 106 | 0.2
O=C(Cc1ccccc1)Nc1ccccc1C(=O)O
→ 101 | 0.3
c1ccc(Nc2ccc(N3CCCC3)nn2)cc1
→ 103 | 0.5
COc1ccc(NC(=O)/C(C#N)=C/c2ccc(OCc3cc(=O)n4nc(C)sc4n3)cc2)cc1
→ 102 | -1.2
Cc1cc(C)c(NC(=O)COC(=O)C(O)c2ccccc2)c(C)c1 (centres undefined)
→ 106 | 0.8
COc1ccc(-c2cc(C(F)(F)F)n3nc(C(=O)N4CCCCC4C)cc3n2)cc1 (centres undefined)
→ 100 | -0.1
COc1ccc(C)cc1NC(=O)Cn1c(=O)oc2cc(S(=O)(=O)N3CCCCC3)ccc21
→ 101 | -1
CCOC(=O)c1cc2c(=O)n3ccccc3nc2n(CC2CCCO2)c1=NC(C)=O (centres undefined)
→ 100 | 0

Record cards (already shown). Order of values: PV pol inh, PV pol inh FP z-score
`CCOC(=O)c1cc2c(=O)n3ccccc3nc2n(CC2CCCO2)c1=NC(C)=O` (centres undefined) is entered as 100, 0
`CC(OC(=O)c1ccccc1)C(=O)Nc1ccc2c(c1)OCCO2` (centres undefined) is entered as 105, 0.3
`COc1ccc(-c2nnc(SCC(=O)Nc3ccc(F)cc3)s2)cc1` is entered as 110, 0.7
`Cc1nc2ccccc2c(=O)n1-c1ccc(OC(F)F)cc1` is entered as 107, 0.4
`Cc1cc(C)c(NC(=O)COC(=O)C(O)c2ccccc2)c(C)c1` (centres undefined) is entered as 106, 0.8
